SKKanGAS inh: SKKanGAS growth inhibition; 1.3% of 300,000 active; S. pyogenes SKKanGAS, kanamycin growth, BacTiter-Glo, 6 h; AID 1662; inhibition, % at 7.5 µM;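 active = mean replicate score, as percent of positive control median, at least 50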;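 note: strain carries kanamycin resistance gene driven by streptokinase promoter and grows in 40 µg/ml kanamycin; loss of luminescence reflects streptokinase promoter inhibition or plain growth inhibition; 0% = median of DMSO wells and 100% = positive control at its reference dose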
MrgX1 antag: blocks BAM8-22 activation of human MrgX1 receptor | Q96LB2 | MRGX1-HEK293 calcium flux, Fluo-4, BAM8-22 antagonism; active compounds read low | B-score at 10 µM | 1.3% of 310,000 active | AID 588676;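 active = calcium-response B-score plate-corrected more than 3 library SD below zero, starting fluorescence within 5 deviations, no agonist response on first addition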;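 note: peak minus trough fluorescence over baseline after final BAM8-22 challenge near maximal dose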
TRPC6 activator: mouse TRPC6 channel activation; Q61143; HEK293-TRPC6 membrane potential dye fluorescence; active compounds read high; B-score at 10 µM; 0.13% of 310,000 active; AID 2550;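 active = B-score of the integrated fluorescence ratio above library mean plus 3 SD, and starting fluorescence ratio within library mean plus 5 SD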;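 note: higher score means more depolarization so channel activation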
Target sequence (Q61143 whole entry, looked up): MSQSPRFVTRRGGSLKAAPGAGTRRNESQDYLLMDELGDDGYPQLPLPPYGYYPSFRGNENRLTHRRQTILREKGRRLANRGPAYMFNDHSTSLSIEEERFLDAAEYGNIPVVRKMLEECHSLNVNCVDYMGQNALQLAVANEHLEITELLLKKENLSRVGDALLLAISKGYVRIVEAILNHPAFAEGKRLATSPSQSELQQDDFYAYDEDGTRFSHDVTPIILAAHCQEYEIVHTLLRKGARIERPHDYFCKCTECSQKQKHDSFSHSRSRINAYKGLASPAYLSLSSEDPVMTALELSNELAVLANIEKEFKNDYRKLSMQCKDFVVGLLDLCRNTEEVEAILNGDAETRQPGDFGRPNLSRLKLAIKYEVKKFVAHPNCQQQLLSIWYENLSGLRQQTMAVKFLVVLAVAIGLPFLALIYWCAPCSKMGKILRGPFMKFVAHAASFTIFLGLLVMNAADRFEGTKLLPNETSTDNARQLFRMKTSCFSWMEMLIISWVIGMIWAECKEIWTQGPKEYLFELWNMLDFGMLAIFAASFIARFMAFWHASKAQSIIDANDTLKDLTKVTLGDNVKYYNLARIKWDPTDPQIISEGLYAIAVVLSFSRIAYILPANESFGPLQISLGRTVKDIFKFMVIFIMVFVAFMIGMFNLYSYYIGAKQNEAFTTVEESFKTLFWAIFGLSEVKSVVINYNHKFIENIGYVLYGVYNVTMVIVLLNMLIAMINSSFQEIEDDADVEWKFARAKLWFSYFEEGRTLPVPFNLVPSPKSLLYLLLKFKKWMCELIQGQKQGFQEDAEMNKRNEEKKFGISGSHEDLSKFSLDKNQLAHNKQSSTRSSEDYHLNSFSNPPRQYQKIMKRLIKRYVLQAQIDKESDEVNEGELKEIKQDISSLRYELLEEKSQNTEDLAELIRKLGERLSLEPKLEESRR
TRPC6 inh: mouse TRPC6 channel inhibition. Q61143. B-score at 10 µM. 1.1% of 310,000 active. HEK293-TRPC6, membrane potential dye, ACh-evoked depolarization; active compounds read low. AID 2553;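 active = B-score under library mean minus 3 SD, initial fluorescence not abnormally high, positive integrated signal ratio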;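 note: B-score derived from integrated fluorescence ratio over the kinetic read; more negative B-score means stronger inhibition of depolarization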
HIF act: HIF pathway transcriptional activation | U2OS HRE-luciferase reporter, luminescence; normalized: DMSO 0%, desferrioxamine 100% | activation, % at 7.5 µM (by protocol) | 0.32% of 300,000 active;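 active = mean activation of at least 10% of the iron chelator positive control signal, with at least half of replicates also reaching 10%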
TRPC4 potent: allosterically enhances the mouse TRPC4 cation channel | Q9QUQ5 | HEK293 TRPC4beta/mu-opioid, DAMGO EC20, Fluo-4 Ca2+ flux; active compounds read high | B-score at 10 µM | 0.42% of 310,000 active | AID 2227;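 active = B-score of calcium response area above 5 SD of library B-scores, with initial fluorescence ratio within 5 SD of library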;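 note: B-score of integrated fluorescence ratio over time as area under calcium response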
aSyn 5UTR inh: MLPCN primary screen, SNCA 5' untranslated region; alpha-synuclein 5'UTR reporter, inhibitor activity; 0.82% of 300,000 active; inhibition, % (tested at 7.5 µM); in the data active = inhibition above about 60%;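 note: H4 neuroglioblastoma cells stably carrying SNCA 5'UTR luciferase fusion; 0% = DMSO wells and 100% = positive control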
KLF5 inhibitor: kruppel-like factor 5 inhibition | DLD-1 KLF5 promoter-luciferase reporter, luminescence | 0.23% of 290,000 active | inhibition, % at 5 µM | AID 1700;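 active = inhibition above a per-plate limit of that plate's mean compound inhibition plus 3 SD, cut at about 60% in these data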;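 note: 0% = DMSO wells and 100% = LY294002 at 200 µM; higher means less KLF5 promoter-driven luciferase light; inactives centre near -14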
TRPC4 block: TRPC4 (mouse) channel inhibition. AID 2247. HEK293 TRPC4beta/mu-opioid, DAMGO-evoked Fluo4 calcium flux; active compounds read low. 0.39% of 300,000 active. B-score at 10 µM. Q9QUQ5;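 active = B-score over 3 SD under the library average, no early fluorescence shift, positive overall ratio signal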
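Assay system: Stable TRPC4beta/mu-opioid receptor HEK293 cells | Reagent: DAMGO in two steps, submaximal then maximal | Compound dosing: Single concentration per test compound | Signal: Fluo4 Ca2+ flux fluorescence | Evaluation: Per-well B score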
IEC-6 tox: kills IEC-6 intestinal cells in KLF5 counter-screen; IEC-6 cytotoxicity, luminescence viability; inhibition, % at 5 µM; AID 1825; 0.78% of 290,000 active; in the data active = inhibition above about 22%;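 note: 0% = plate median of test compound wells and 100% = cytotoxic reference compound wells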
TRPC4 agonist: activators of mouse TRPC4 channel | HEK293 TRPC4beta/mu-opioid, Fluo4 calcium fluorescence; active compounds read high | B-score at 10 µM | 0.49% of 310,000 active | AID 2237;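 active = B-score above 5 SD of library B-scores, and initial fluorescence ratio not above library mean plus 5 SD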;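 note: positive B-score marks a calcium rise read as TRPC4 activation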
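system = HEK293 cells stably co-expressing mouse TRPC4beta and mu-opioid receptor | schedule = Fluo4 dye loading 45 min at room temperature, 110 s recording | measure = B-scored integrated calcium fluorescence ratio | signal = Fluo4 calcium-sensitive dye fluorescence, kinetic, 1 Hz baseline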
Active calls of the source: *; i = inactive; . = not tested or not shown. Outcome played no part in choosing rows (roughly 5.8% active in at least one column).

canonical_smiles,SKKanGAS inh,MrgX1 antag,TRPC6 activator,TRPC6 inh,HIF act,TRPC4 potent,aSyn 5UTR inh,KLF5 inhibitor,TRPC4 block,IEC-6 tox,TRPC4 agonist
O=C(Cc1ncc(C(F)(F)F)cc1Cl)NCc1ccco1,3,i,i,i,-0.7,i,-4,-9,i,2,i
COc1ccc(/C=C2\Oc3cc(OCC(=O)N4CC(O)C[C@H]4C(=O)O)ccc3C2=O)cc1OC (stereo partly drawn),-2,i,i,i,-0.3,i,37,-11,i,1,i
CCCCc1ccc(NC(=O)CSc2nc(=O)n(CCN(CC)CC)c3c2CCCC3)cc1,-4,i,i,i,1.2,i,0,.,i,.,i
CCN(CC)CCCN=Cc1c(O)n(-c2ccccc2C)c(=O)c2ccccc12,7,i,i,i,-0.5,i,-5,-19,i,-4,i
COc1ccc(C(=O)Cc2nnc(C)s2)c(OC)c1,-3,i,i,i,0.8,i,-56,-37,i,-5,i
COc1ccc(CC(=O)O/N=C(\N)c2ccc(Br)cc2)cc1OC,-6,i,i,i,0.0,i,-5,1,i,3,i
Cc1ccc(CSc2nc3ccsc3c(=O)n2Cc2ccccn2)cc1,17,i,i,i,0.6,i,18,-12,i,-4,i
Cc1cc(C)c(S(=O)(=O)c2ccccc2)c(=O)[nH]1,4,i,i,i,-1.0,i,5,-24,i,-3,i
Cc1cc(NC(=O)CCC(=O)N(c2ccc(F)cc2)C(C(=O)NC2CCCC2)c2ccccc2)no1 (stereo not drawn),-2,i,i,i,-0.5,i,22,-3,i,-6,i
CC(C)N(Cc1ccccc1)S(=O)(=O)N(C)C,0,i,i,i,0.2,i,3,-6,i,-3,i
CCOC(=O)C1(C)NC(c2ccco2)C2C(=O)N(CC)C(=O)C21 (stereo not drawn),9,i,i,i,-0.6,i,7,-3,i,2,i
O=C(NCc1ccc(F)cc1)C1CCCN1C(=O)Nc1ccc(Cl)cc1 (stereo not drawn),4,i,i,i,0.6,i,-12,-13,i,0,i
CNC(=O)c1cn(-c2ccccc2)c(=O)c2ccccc12,-7,i,i,i,-0.3,i,15,-22,i,2,i
N#Cc1c(NC(=O)c2cnn3cccnc23)sc2c1CCCC2,1,i,i,i,3.7,i,-99,6,i,-13,i
CN1CCN(CCOc2cccc(Cl)c2)CC1,-6,i,i,i,1.5,14*,-3,-15,i,0,i
O=[N+]([O-])c1cccc(/C([O-])=C(/C(=S)Nc2cccc3ccccc23)[n+]2ccccc2)c1,.,.,i,i,-0.3,i,-14,-22,i,-1,i
O=C(Nc1cccnc1)c1ccc(S(=O)(=O)c2ccccc2)cc1,-8,i,i,i,0.0,i,-7,11,i,-2,i
CNC(=O)c1cc(S(=O)(=O)N2CC(C)OC(C)C2)ccc1N1CCOCC1 (stereo not drawn),-5,.,i,i,0.3,i,0,-20,i,2,i
COc1ccc(C(=O)NCc2ccc3c(c2)OCO3)c(OC)c1,-3,i,i,i,-10,i,-4,-22,i,1,i
COc1ccc(NS(=O)(=O)c2cccc(C(=O)NCC3(N4CCOCC4)CCCCC3)c2)cc1,-1,i,i,i,-0.5,i,5,-12,i,-2,i
O=C(O)C1C(c2ccccc2)C(C(=O)OCCCO)C1c1ccccc1 (stereo not drawn),4,i,i,i,-0.3,i,5,-6,i,-4,i
CN(C)CCCN(C(=O)c1ccc(S(=O)(=O)N2CCc3ccccc32)cc1)c1nc2ccc(F)cc2s1,7,i,i,i,0.4,i,1,5,i,-7,111*
CCn1cc(Br)c(C(=O)N(C)Cc2ccccc2)n1,1,i,i,i,0.0,i,-7,-48,i,1,i
COc1ccc(Cl)cc1NC(=O)c1cccnc1,2,i,i,i,-0.4,i,-25,-13,i,-6,i
Cc1ccc(C2CC(c3ccco3)=NN2S(C)(=O)=O)cc1 (stereo not drawn),0,i,i,i,0.3,i,-63,-7,i,11,i
CCOC(=O)CCCCCNC(=O)c1ccc(F)cc1F,-11,i,i,i,-0.7,i,21,.,i,.,i
Oc1ccccc1/C=N/NC(=S)NC1CC2CC1C1C=CCC21 (stereo not drawn),93*,i,i,i,2.7,i,34,-50,-8*,0,i
O=C(CN(C1CCCCC1)S(=O)(=O)c1ccc(F)cc1)NC1CC1,2,i,i,i,-0.2,i,16,-17,i,0,i
COc1ccc(NC(=O)C2CCCN2C(=O)NCc2ccccc2)c(OC)c1 (stereo not drawn),-4,i,i,i,-0.5,i,0,-9,i,-3,i
C#CCOC(=O)/C(=C/c1ccc(F)cc1)NC(C)=O,1,i,i,i,-0.5,i,-11,-6,i,-12,i

The final 5 compounds of the part before open the next one:
canonical_smiles,SKKanGAS inh,MrgX1 antag,TRPC6 activator,TRPC6 inh,HIF act,TRPC4 potent,aSyn 5UTR inh,KLF5 inhibitor,TRPC4 block,IEC-6 tox,TRPC4 agonist
CCOC(=O)CCCCCNC(=O)c1ccc(F)cc1F,-11,i,i,i,-0.7,i,21,.,i,.,i
Oc1ccccc1/C=N/NC(=S)NC1CC2CC1C1C=CCC21 (stereo not drawn),93*,i,i,i,2.7,i,34,-50,-8*,0,i
O=C(CN(C1CCCCC1)S(=O)(=O)c1ccc(F)cc1)NC1CC1,2,i,i,i,-0.2,i,16,-17,i,0,i
COc1ccc(NC(=O)C2CCCN2C(=O)NCc2ccccc2)c(OC)c1 (stereo not drawn),-4,i,i,i,-0.5,i,0,-9,i,-3,i
C#CCOC(=O)/C(=C/c1ccc(F)cc1)NC(C)=O,1,i,i,i,-0.5,i,-11,-6,i,-12,i
COc1ccc(NC(=O)N2CCCC2C(=O)Nc2ccccc2)cc1 (stereo not drawn),-3,i,i,i,-0.2,i,4,-36,i,7,i
C=CCn1cc(/C=N/NC(=O)COc2cccc3cccnc23)c2ccccc21,22,i,i,i,-0.3,i,4,-29,i,0,i
CC(=O)C1=C(C)NC2(O)c3ccccc3C(=O)C12O (stereo not drawn),-9,i,i,i,-0.7,i,-7,11,i,-1,i
Cn1c(OCc2ccc3c(c2)OCO3)nc2c1c(=O)n(Cc1cccc(Cl)c1)c(=O)n2C,1,i,i,i,0.0,i,19,-27,i,3,i
O=c1nc2c(-c3ccccc3F)n[nH]n2c2ccccc12,1,i,i,i,2.8,i,-146,-28,i,2,i
Cc1cccc(C(=O)NCC(=O)NC(C)c2ccc(-n3ccnc3)cc2)c1 (stereo not drawn),-4,i,i,i,1.0,i,20,.,i,.,i
COc1ccc(-n2ncc3c(NCc4ccc5c(c4)OCO5)ncnc32)cc1,6,i,i,i,2.5,i,-109,-23,i,-3,i
CCCOc1ccc(N2C(=O)CC(N3CCC(c4nncn4CC)CC3)C2=O)cc1 (stereo not drawn),0,i,i,i,-0.1,i,4,-19,i,-1,i
CCOc1ccc(NC(=O)CC2CC(C)(C)OC2=O)cc1 (stereo not drawn),-3,i,i,i,-2.4,i,-20,8,i,-3,i
COc1ccc(C(=O)CC2SC(N)=NC2=O)cc1 (stereo not drawn),-8,i,i,i,0.5,i,8,-8,i,-3,i
O=S(=O)(c1ccc(Cl)cc1)N1CCCC(C(F)(F)F)C1 (stereo not drawn),6,i,i,i,1.9,i,-13,-18,i,2,i
CC(C)CCNC(=O)CN(Cc1ccc(F)cc1)C(=O)CCC(=O)Nc1ccccn1,-13,i,i,i,-0.3,i,-11,13,i,0,i
Cc1c(NC(=O)CN2C(=O)NC(C)(c3ccc4c(c3)OCCO4)C2=O)c(=O)n(-c2ccccc2)n1C (stereo not drawn),-1,i,i,i,-0.4,i,11,-6,i,0,i
N#C/C(=C\c1ccc2c(c1)OCO2)C(=O)NCc1ccco1,0,i,i,i,1.2,i,-19,-45,i,2,i
CC(C)=CC(=O)OCC(=O)Nc1ccc(Cl)cn1,-3,i,i,i,-0.2,i,-24,-28,i,-8,i
CCOC(=O)C1CCCN(Cc2c(C(=O)N3CCCCC3)nc3c(C)cccn23)C1 (stereo not drawn),-6,i,i,i,-0.4,i,-7,-20,i,-2,i
O=C(CN1C(=O)c2ccccc2C1=O)NCC(=O)OCC(=O)c1cccc([N+](=O)[O-])c1,4,i,i,i,-0.4,i,10,-21,i,-2,i
O=C(NCCCN1CCOCC1)c1c(O)c2ccccc2[nH]c1=O,3,i,i,i,0.8,i,-25,-26,i,-2,i
COc1ccc(NS(=O)(=O)c2ccc(NC(=O)c3ccc(N(C)S(C)(=O)=O)cc3)cc2)cc1,2,i,i,i,0.1,i,12,-12,i,1,i
CC(=O)Nc1ccc(S(=O)(=O)NCC(=O)OC(C)c2ccccc2Cl)cc1 (stereo not drawn),-8,i,i,i,-0.1,i,-14,-9,i,3,i
Cn1cc(CCC(=O)N2CCCC(C(=O)c3ccc(C(C)(C)C)cc3)C2)cn1 (stereo not drawn),-2,i,i,i,-0.2,i,5,-29,i,-6,i
NC(=O)CC(NC(=O)Cc1ccc(Br)cc1)c1ccc(NCCc2ccccc2F)c([N+](=O)[O-])c1 (stereo not drawn),1,i,i,i,-0.3,i,26,.,i,.,i
CC(=O)OC1(C(F)(F)F)Oc2ccccc2NC1=O (stereo not drawn),4,i,i,i,-0.2,i,19,-5,i,-2,i
O=C(NC(=S)NCc1cccnc1)c1ccccc1,-5,i,i,i,0.0,i,18,-19,i,-7,i
O=C(CSc1nnnn1-c1ccc(Cl)cc1)NNC(=O)c1ccc([N+](=O)[O-])cc1,-4,i,i,i,.,i,17,-34,i,-6,i
CNC(=S)Nc1ccc(C)cc1,9,i,i,i,0.3,i,-22,5,i,-1,i
CSC(=S)N/N=C/c1c[nH]c2ccccc12,-24,i,i,i,1.7,i,-107,-4,i,4,i
Cc1cc(C(=O)N2CCCC(Nc3ccccc3)C2)c2ccc(F)cc2n1 (stereo not drawn),0,i,i,i,-0.4,i,-9,-3,i,2,i
COc1ccc(-c2nnc(SCc3ccccn3)n2C)cc1,0,i,i,i,-0.2,i,-67,-71,i,1,i
O=c1[nH][nH]c(=O)c2c(NS(=O)(=O)c3ccccc3)cccc12,8,i,i,i,1.1,i,-34,-63,i,-3,i

Compound activity as filed in PubChem BioAssay.
